Growth percent in the NCI-60 one-dose screen (48 h, 10 µM unless noted): 100 = growth as untreated, 0 = no growth, -100 = all killed.
K-562: K-562 leukemia | 78,000 compounds, 7.4% hits | AID 1794777
T-47D: T-47D breast cancer; 79,000 compounds, 5% hits; AID 1794792
HS 578T: HS 578T breast cancer. 78,000 compounds, 4.1% hits. AID 1794788
MCF7: MCF7 breast cancer; 82,000 compounds, 6.3% hits; AID 1794796
MDA-MB-231: MDA-MB-231 breast cancer; 81,000 compounds, 5% hits
MDA-MB-468: MDA-MB-468 breast cancer. 78,000 compounds, 8.5% hits
BT-549: BT-549 breast cancer; 78,000 compounds, 4.4% hits
SR: SR leukemia cells; 73,000 compounds, 8.7% hits; AID 1794780
Active calls of the source: *; . = no result given; & = joins results of further samples. How the source made its calls: active means growth percent below 10; inactive means the rest.

SMILES	K-562	T-47D	HS 578T	MCF7	MDA-MB-231	MDA-MB-468	BT-549	SR
C/C1=C\CC[C@@]2(C)O[C@@H]2C[C@H]2C(CSc3ccccc3)C(=O)O[C@H]2[C@H](O)[C@@H](C)CCC1 (some centres not stated)	75	91	.	82	94	96	82	131
Oc1c(I)cc(Cl)c2cccnc12	.	45	82	35	57	50	68	21
C=C1c2c(-c3ccccc3)nn(-c3ccccc3)c2N(C)C23C[C@H]1C1(C)c4c(-c5ccccc5)nn(-c5ccccc5)c4N(C)C(C)(C[C@H]12)C3 (some centres not stated)	111	88	100	92	118	108	110	96
COc1ccc(-c2nnc(SCC(=O)Nc3ccc(C(=O)/C=C/c4cc(OC)c(OC)c(OC)c4)cc3)o2)cc1	26	80	95	23	77	73	68	28
OB(O)c1ccccc1	.	.	102	111	114	110	96	88
Cc1ccnc2nc(C(=O)OCC(=O)Nc3ccc(-c4ccccc4)cc3)nn12	62	111	125	105	104	.	96	53
CCCCNC(=O)NS(=O)(=O)c1ccc(N2N=C(c3ccc(F)cc3)CCC2=O)cc1	94	92	98	84	119	88	112	96
CCCCCCNC(=O)C(C)O (configuration not stated)	107	108	108	91	115	108	108	108
CCCCC(O)(CCCC)C(C)(C)C	102	.	.	96	.	92	72	98
C=CCCCCCCCCCOC(C)=O	94	98	100	96	97	105	132	91
Nc1ccc(S(=O)(=O)O)cc1	96&95	99&106	107&101	105&100	110&103	93&113	97	85&105
CC1C(O)CCC2C1(C)CCC1C2(C)CCC2(C)C3CC(C)(C)CCC3(C)CCC12C (configuration not stated)	73	100	101	102	86	98	.	83
C=CCc1cc(OC)ccc1O	106	.	84	92	88	114	.	96
Nc1ccccc1-c1ccc(Cl)cc1	41	58	100	50	88	74	40	96
CNC(=O)c1cc(Oc2ccc(NC(=O)Nc3ccc(Cl)c(OC4CC4)c3)c(F)c2)ccn1	42	30	85	53	60	20	87	59
CCCCCCCCCCCCCCCCCC1=NC(C)CC(C)(C)O1 (configuration not stated)	97	101	107	104	114	111	105	81
NCC(=O)NC(Cc1ccccc1)C(=O)O (configuration not stated)	99	110	112	94	99	102	110	90
NCC1CC2c3ccccc3C1c1ccccc12 (configuration not stated)	91	103	92	101	91	82	102	68
S=C1C=C(S)C2C=CC=CC2N1 (configuration not stated)	106	86	109	91	90	104	103	105
O=C(O)CCC1(CCC(=O)O)CCCC(CCC(=O)O)(CCC(=O)O)C1=O	102	104	111	100	102	111	104	96
COc1ccc(OC)c(/C=C2\Oc3cc(OCCCN4CCCC4)ccc3C2=O)c1	-5.2*	93	81	56	69	78	88	-23*
Nc1cccc2c1C(=O)c1cccc(Cl)c1C2=O	101	92	98	98	94	119	125	91
O=C1Nc2ccccc2/C1=C\C(=O)c1ccc(NS(=O)(=O)c2ccccc2)cc1	86	96	96	62	92	91	102	57
O=C(O)c1ccccc1C(=O)c1cccc2c(F)cccc12	108	95	126	93	99	104	103	115
COCCOC(=O)CCCCCC1CCCCC1	99	105	92	95	103	117	117	99
The list continues:
SMILES	K-562	T-47D	HS 578T	MCF7	MDA-MB-231	MDA-MB-468	BT-549	SR
CCN(CC)CCNC(=O)c1cc(Br)c(N)cc1OC	100	99	97	97	99	112	101	103
COc1csc(/C=N/NC(=O)c2[nH]c3ccc(Br)cc3c2-c2ccccc2)c1	4.1*	47	-1.7*	-3.1*	3.8*	-18*	32	.
Nc1ccc2[nH]ncc2c1	105	83	99	91	108	.	105	85
Nc1nc(N)c2c(n1)NC(c1ccc(F)cc1)CC(c1ccc(Nc3nc(NCCO)nc(Nc4ccc(Cl)cc4)n3)cc1)=N2 (configuration not stated)	0.5*	60	43	-66*	-76*	-68*	43	-18*
Cn1c(=O)c2[nH]c(Nc3cc(Cl)ccc3Cl)nc2n(C)c1=O	90	92	100	91	99	106	97	94
Cc1ccc(C2=NN3C(C2)c2ccccc2OC3c2ccc3noc(-c4ccc(Cl)cc4)c3c2)cc1 (configuration not stated)	111	113	107	100	100	122	103	98
Nc1nn2c(-c3cc4cc(Br)ccc4oc3=O)ccnc2c1N=Nc1ccc(Br)cc1	32	29	28	40	-44*	39	41	30
CC(C)(C)OC(=O)NCCC1SC2C=CC1C2 (configuration not stated)	87	69	104	90	103	77	100	.
C=CCN(CC=C)CC(=O)Nn1c(C)ccc1C	100	107	93	98	108	103	108	96
CSc1cnc2ccccc2n1	106	81	99	99	96	119	95	95
O=[N+]([O-])c1cc(Cl)ccc1Oc1ccc(Cl)cc1	103	110	.	124	105	99	.	104
Cc1ccc(OCCCn2ccc(=O)[nH]c2=O)c(C)c1	98	81	33	94	100	118	97	90
Cc1cc(-c2ccccc2)c(C)n1Cc1ccc(Cl)cc1	13	50	51	23	67	28	38	.
COc1ccc(CCC2CCCCN2CCc2ccccc2)cc1 (configuration not stated)	94	86	114	104	68	109	89	80
N#Cc1c(-c2ccccc2)cc(-c2ccccc2)nc1OCc1ccccc1	88	72	99	100	86	.	101	85
Cn1nc(C(F)(F)F)c(-c2ccc(Cl)c(C(F)(F)F)c2)c1-c1ccc(OCc2ccc(Cl)cc2)cc1O	.	-0.4*	23	4.0*	8.7*	-19*	40	25
Cc1c(C(C)(C)O)cn2ncnc(Oc3ccc(NC(=O)NCCN4CCOCC4)c(Cl)c3)c12	103	95	91	90	85	85	92	99
CCOC(=O)/C=C1\S/C(=N\Nc2cc(=O)[nH]c3ccc(Cl)cc23)N(c2ccccc2)C1=O	54	67	100	34	92	81	94	4.2*
Oc1ccc(Sc2ccc(O)cc2O)c(O)c1	101	98	106	109	105	101	84	.
O=C(O[C@H](C(=O)O)[C@H](OC(=O)c1ccccc1)C(=O)O)c1ccccc1	99	99	105	99	96	109	108	71
COc1ccc(C2C3=C(CCCC3=O)N(c3sc4c(c3C#N)CCCC4)c3nc(N)c(C#N)c(N)c32)cc1OC (configuration not stated)	82	93	93	93	98	98	95	87
CCOC(=O)C1CCN(c2ccc(N3C[C@H](CNC(=O)c4ccc(Cl)c(N)c4)OC3=O)cc2)CC1	88	99	107	96	96	95	108	95
Cc1cn(C2CCCCC2)c(=O)n(-c2ccccc2)c1=O	115	108	112	106	101	.	120	111
CCNC(=S)NNc1ccccc1	122	99	109	88	105	123	109	83
CCN1CCN(C(=O)CC[C@@H](C)[C@H]2CC[C@H]3[C@@H]4CC[C@@H]5C(C)(C)NCCC[C@]5(C)[C@H]4CC[C@]23C)CC1	60	86	88	85	105	90	95	.

Overlap with the part before: four compounds, followed by the next part.
SMILES	K-562	T-47D	HS 578T	MCF7	MDA-MB-231	MDA-MB-468	BT-549	SR
CCOC(=O)C1CCN(c2ccc(N3C[C@H](CNC(=O)c4ccc(Cl)c(N)c4)OC3=O)cc2)CC1	88	99	107	96	96	95	108	95
Cc1cn(C2CCCCC2)c(=O)n(-c2ccccc2)c1=O	115	108	112	106	101	.	120	111
CCNC(=S)NNc1ccccc1	122	99	109	88	105	123	109	83
CCN1CCN(C(=O)CC[C@@H](C)[C@H]2CC[C@H]3[C@@H]4CC[C@@H]5C(C)(C)NCCC[C@]5(C)[C@H]4CC[C@]23C)CC1	60	86	88	85	105	90	95	.
CN1CCN(CCNC(=O)Nc2ncccc2OCc2cccc(Cl)c2)CC1	88	93	97	96	106	103	79	.
NS(=O)(=O)c1ccc(Nc2ccccc2)c([N+](=O)[O-])c1	86	97	108	97	99	.	112	101
O=C1CSC(c2ccccc2O)N1c1nnc(Cn2ccnc2)o1 (configuration not stated)	44	61	81	48	62	59	64	44
CC1(C)/C(=C/c2ccccc2)C(=O)c2ccccc21	89&92	89&92	100&99	100&114	109&118	99&97	110&107	101&81
CCCN1[C@@H]2CC[C@H]1/C(=C\c1cc(OC)ccc1OC)C1=C2[C@@H](c2cc(OC)ccc2OC)C(C#N)=C(N)O1	39	52	.	60	80	68	87	37
O=c1cnc(=O)[nH][nH]1	121	100	108	147	102	118	80	.
Cc1cc(C)c(C#N)c(OCc2ccccc2)n1	110	94	86	77	84	.	85	94
CCC(=O)c1c2c(c3ccc4c5ccccc5ccc4n13)C(=O)c1ccccc1C2=O	97	87	97	54	83	89	114	72
N=C(N)SCCc1ccccc1	87	97	96	94	101	92	108	75
Cc1nc2sc(C(=O)Nc3cccc4ccccc34)c(N)c2cc1C(=O)c1ccccc1	9.4*	54	12	18	15	5.5*	15	7.2*
Cc1cc(C(C)(C)c2cc(C)c(O)c(CN(C)C)c2)cc(CN(C)C)c1O	77	107	76	96	60	68	84	75
CC1(C)C=CC[C@]2(C)[C@H]3CC[C@@H]4[C@H]5[C@H](C(=O)/C=C/c6cccnc6)CC[C@]5(CO)CC[C@@]4(C)[C@]3(C)CC[C@@H]12	-29*	-74*	-43*	-22*	-78*	-61*	-81*	-27*
CCN1C(=O)S/C(=C\c2ccc(Cl)c(Cl)c2)C1=O	101	83	101	96	98	99	99	93
C/C(=N\NC(=O)c1ccccc1O)c1cccc(/C(C)=N/NC(=O)c2ccccc2O)n1	57	42	69	44	53	24	-2.1*	17
c1cn2cc(-c3ccsc3)nc(-c3ccc4ncn(C5CCCCC5)c4c3)c2n1	102	84	103	78	85	94	104	68
COc1ccc(-c2cc(-c3cccnc3)nc3sc(C(N)=O)c(N)c23)cc1OC	41	77	66	83	76	92	.	28
O=C1/C(=N\c2cc(=O)[nH]n2S(=O)(=O)c2ccccc2)Nc2ccccc21	99	.	91	96	96	106	106	90
Cc1cc(C)n(CC#N)c(=O)c1C#N	99	102	105	93	104	108	99	91
O=C(O)c1cn(C2CC2)c2cc(N3CCN(C(=O)N4CCCC4)CC3)c(F)cc2c1=O	102	86	92	100	93	85	86	97
CN(C)c1ccc(C2=NN(c3ccc(S(N)(=O)=O)cc3)C(c3ccc(Cl)cc3)C2)cc1 (configuration not stated)	28	39	96	39	78	58	86	65
CCOC(=O)c1c(N/C=C/C(=O)c2cc3cc(Br)ccc3oc2=O)sc2c1CCCC2	87	75	101	82	100	92	83	.
N#C/C(=C\c1ccc(-c2cccc(C(F)(F)F)c2)o1)c1nc(-c2cccs2)cs1	106	57	106	53	90	72	99	97
O=C(N[C@H]1C(O)[C@H](O)C(CO)O[C@H]1O)NS(=O)(=O)c1ccccc1 (some centres not stated)	103	.	110	93	101	110	111	85
CC1(C)S[C@@H]2[C@H](NC(=O)C(C(=O)O)c3ccccc3)C(=O)N2[C@H]1C(=O)O (some centres not stated)	104	108	113	96	105	100	103	95
NCCSc1ccccc1	84	88	78	92	99	74	92	92

Gathered by group, those above containing a COOH group
SMILES	K-562	T-47D	HS 578T	MCF7	MDA-MB-231	MDA-MB-468	BT-549	SR
NCC(=O)NC(Cc1ccccc1)C(=O)O (configuration not stated)	99	110	112	94	99	102	110	90
O=C(O)CCC1(CCC(=O)O)CCCC(CCC(=O)O)(CCC(=O)O)C1=O	102	104	111	100	102	111	104	96
O=C(O)c1ccccc1C(=O)c1cccc2c(F)cccc12	108	95	126	93	99	104	103	115
O=C(O[C@H](C(=O)O)[C@H](OC(=O)c1ccccc1)C(=O)O)c1ccccc1	99	99	105	99	96	109	108	71
O=C(O)c1cn(C2CC2)c2cc(N3CCN(C(=O)N4CCCC4)CC3)c(F)cc2c1=O	102	86	92	100	93	85	86	97
CC1(C)S[C@@H]2[C@H](NC(=O)C(C(=O)O)c3ccccc3)C(=O)N2[C@H]1C(=O)O (some centres not stated)	104	108	113	96	105	100	103	95

New compounds follow:
SMILES	K-562	T-47D	HS 578T	MCF7	MDA-MB-231	MDA-MB-468	BT-549	SR
CC(=O)C1C(=O)C(=O)N(c2ccc(Br)cc2)C1=O (configuration not stated)	108	100	97	103	111	122	105	93
COc1ccc(Cn2cc3c(c2-c2ccccc2)CCc2c(CN4CCOCC4)noc2-3)cc1	96	101	116	98	106	100	108	118
O=C(NNC(=O)c1ccccc1Cl)c1ccccc1	108	105	105	106	102	99	116	86
CCOC(=O)c1[nH]nc2c1C1(C(=O)N(C)c3ccccc31)C(C#N)=C(N)O2 (configuration not stated)	93	107	98	84	109	96	131	107
O=C(O)c1cc(Cl)n[nH]c1=O	109	105	96	112	88	101	75	132
C[C@H](CCC(=O)O)[C@H]1CC[C@@]2(C)[C@@H]3C(=O)C[C@H]4C(C)(C)[C@@H](O)CC[C@]4(C)[C@H]3C(=O)C[C@]12C	96	.	94	99	.	93	103	.
O=C1COCCN1c1ccc(N2C(=O)C(Cl)C2c2cn(Cc3cccc4ccccc34)c3ccccc23)cc1 (configuration not stated)	83	.	102	98	99	107	98	100
CCCCCCCCCCCc1ccn(CO)n1	91	102	95	91	108	107	106	104
CCCCN1c2nc3ccccc3nc2SC1Nc1ccccc1 (configuration not stated)	98	97	101	101	92	108	107	32
CC(=O)OCC(OC(C)=O)c1ccccc1 (configuration not stated)	104&122	96&128	111&116	99&101	104&101	101&115	101&106	107&136
CCCOc1ccc(N2CCN(c3ncnc4c3ncn4CC(=O)OCC)CC2)cc1	65	73	91	86	80	63	87	83
COc1ccc(C(=O)/C=C/c2ccccc2[N+](=O)[O-])cc1S(N)(=O)=O	.	109	110	97	102	105	.	.
CC1(C)CC[C@]23CC[C@]4(C)[C@H](CC[C@@H]5[C@@]6(C)CCCNC(C)(C)[C@@H]6CC[C@]54C)[C@H]2[C@H]1OC3=O	23	90	97	84	93	88	104	31
CCN(CC)Cc1nc2ccccc2c(=O)n1/N=C/c1ccc(C)cc1	100	105	114	98	103	108	114	100
NC(=S)N/N=C/c1ccc(N)cc1	99	94	106	95	97	106	96	99
CC(=O)C1=NN(c2ccccc2)C2C3N(c4ccccc4)N=C(C(C)=O)N3c3ccccc3N12 (configuration not stated)	78	90	105	107	94	.	97	.
Cc1ccc(NC(=O)C2=NCCCCN2)c(C)c1	103	97	105	89	111	103	111	114

Compound activity (PubChem BioAssay)
